# GSIS activator: primary screen for activators of insulin secretion dependent on glucose, INS-1E cells, GLuc reporter luminescence; INS-1E GLuc reporter insulin secretion, 2-3 h; activation, % at 16.6 µM; 370,000 tested, 0.61% active;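 active = lowest replicate activation of at least 40%, so every replicate reaches that level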;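 note: 0% = median of neutral control wells and 100% = median of IBMX positive control wells; some compounds called inactive have numbers as strong as hits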
# F508del corr: CFTR F508del correction in bronchial cells; CFBE cells, YFP halide quenching; stimulated with forskolin plus potentiator P3; % fluorescence drop versus neutral controls; activity (quench increase), % at 7.58 µM; 350,000 tested, 0.36% active; AID 720511;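 active = mean added fluorescence quench of at least 8% versus neutral control, with both replicates also reaching 8%; inconclusive = only one of the mean or replicate conditions met; inactive = mean below 8% and not both replicates reaching 8%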;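 note: cells transiently co-express mutant CFTR-F508del with the halide-sensitive YFP; corrector assay measuring rescue of mutant channel to the surface after 24 h compound exposure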
# miR-122 sensor: blocks miR-122 activity in Huh7 sensor cells | Huh7 miR-122 Renilla luciferase sensor, 48 h; neutral wells = 0, positive control = 100 | activation (reporter increase), % at 12.5 µM | 340,000 tested, 0.3% active;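 active = mean replicate activation score at least 90 and every replicate individually at or above 90; inconclusive = only one of the two criteria met; inactive = neither criterion met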;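 note: higher luciferase means less miR-122 activity so hits act as miR-122 inhibitors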
# PAX8 inh HTS: inhibitors of PAX8 transcriptional activity in RMG-I cells; RMG-I TPO-luciferase reporter, SteadyGlo, 24 h; inhibition, % at 12.6 µM; 360,000 tested, 1.2% active;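 active = mean replicate inhibition at least 60% with every replicate also reaching 60%; inconclusive = only one of the two criteria is met; inactive = mean below 60% and not all replicates reaching 60%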;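 note: luciferase light reporting Pax8 driven TPO promoter activity; plate controls were median of neutral control wells for no effect and mitoxantrone controls for full effect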
# EWS-Fli block: blocks EWS/Fli oncoprotein-driven transcription | 350,000 tested, 0.67% active | AID 651661 | inhibition, % at 12.6 µM | A673 NR0B1-luciferase reporter, viability-normalised;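 active = mean inhibition of at least 50% after viability correction, with every replicate also passing that limit; inconclusive = mean reaches 50% but only one of two replicates passes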;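 note: firefly luciferase signal divided by Alamar Blue viability fluorescence both relative to DMSO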
# FN deposit inh: fibronectin deposition inhibition. AH1F fibroblasts, Alexa488-fibronectin deposition fluorescence, overnight. inhibition, % at 12.6 µM. 350,000 tested, 0.086% active. AID 743247;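 active = mean inhibition across replicates of 30% or more, regardless of how many single replicates reach that level; inconclusive = mean under 30% yet at least half of replicates reach 30%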;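 note: positive control wells lacked labelled fibronectin entirely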
#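 Material: AH1F fibroblasts assembling fluorescent fibronectin matrix; amount: 10000 AH1F cells/well; medium: DMEM, 2% serum; reagent: Alexa488-fibronectin, 24 nM final in well; dosing: single compound dose, delivered by pin transfer; incubation: 1 h adhesion, overnight exposure; detection: fluorescence after three HBSS washes, excitation 485 nm, emission 525 nm; measure: fibronectin deposition inhibition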
# DENV2 CPE rescue: DENV2-induced cell death inhibition; CPE inhibition, % at 9.99 µM; 350,000 tested, 1.7% active; DENV2-infected cells, cytopathic effect rescue, plate reader; in the data active = CPE inhibition above about 20%, passing the limit was not always enough; inconclusive = no clear call, values can overlap the other calls; tested in BHK-21 cells;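 note: 0% = median of neutral control wells and 100% = median of positive control wells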
# An asterisk follows results filed as active; u = inconclusive; x = no result given; [ ] = another dose, or the depositor's remark.
[1] Cn1cccc1C(C#N)(CC#N)c1cccc(F)c1C#N (stereo not drawn)
[2] O=C(NCCN1CCc2ccccc2C1)Nc1ccc([N+](=O)[O-])cc1
[3] COC(=O)c1cccc(NC(=O)CSc2nnc(C3CC3)n2C)c1
[4] COc1ccc(-c2nnn(Cc3ccccc3)n2)cc1
[5] Cc1cc(NC(=O)NC2(C(F)(F)F)Oc3ccc(Cl)cc3O2)no1 (stereo not drawn)
[6] O=C(NCc1ccc2c(c1)OCO2)C1CCCN1S(=O)(=O)c1ccc(F)cc1 (stereo not drawn)
[7] COCCNC(=O)c1ccccc1NC(=O)C1COc2ccccc2O1 (stereo not drawn)
[8] COc1cccc(/C=N/NC(=O)C(c2ccncc2)N2CCOCC2)c1 (stereo not drawn)

Screen / compound no.	1	2	3	4	5	6	7	8
PAX8 inh HTS	-4	-4	-12	-154	x	-13	10	-2
FN deposit inh	-7	2	4	0	x	4	-2	7
F508del corr	1.4	2.1	0.7	-3.2	-2.1	1.2	x	-0.4
miR-122 sensor	x	6	x	-1	-25	-12	-5	0
EWS-Fli block	-12	3	-9	-123	49	2	x	-2
GSIS activator	20	-32	11	-1	12	-1	x	x
DENV2 CPE rescue	-1	9	-3	-5	-6	12	x	-7

[9] O=C(N[C@H](Cc1ccccc1)C(=O)NCc1ccccn1)[C@H]1O[C@@H](n2ccc(=O)[nH]c2=O)[C@H](O)[C@@H]1O
[10] CCn1cc(S(=O)(=O)Nc2cc(F)ccc2C)cn1
[11] O=C(c1cc(COc2cccc3cnccc23)on1)N1CCC(c2ccccc2Cl)C1 (stereo not drawn)
[12] COc1cc(C(F)(F)F)nc(-c2ccccn2)n1
[13] COc1ccc(NC(=O)Nc2ccc3c(c2)[C@@H]2C[C@@H](CC(=O)NCC4CC4)O[C@H](CO)[C@@H]2O3)cc1
[14] O=C(CNC(=O)c1ccccc1)N/N=C/c1cn[nH]c1-c1ccccc1
[15] O=C(CCNS(=O)(=O)c1ccc(OC(F)(F)F)cc1)NCCc1c[nH]c2ccccc12
[16] C[C@@H]1CCCCO[C@H](CN(C)C(=O)Nc2ccc(F)cc2)[C@@H](C)CN([C@H](C)CO)C(=O)c2cc(NC(=O)Nc3ccccc3)ccc2O1

Screen / compound no.	9	10	11	12	13	14	15	16
PAX8 inh HTS	-5	0	5	-16	-17	11	25	17
FN deposit inh	-5	x	0	-4	-10	5	-2	9
F508del corr	-0.3	-2.0	-0.1	-0.3	-0.3	x	-0.2	-3.0
miR-122 sensor	x	2	x	x	1[16.7 µM]	10	-3	18[16.7 µM]
EWS-Fli block	-10	10	7	8	-7	x	25	3
GSIS activator	x	1	-1	-9	7	2	-6	7
DENV2 CPE rescue	6	14	8	u	2	x	-11	-7

[17] O=C1c2ccccc2C(=O)N1OCCCN1C(=O)c2ccccc2S1(=O)=O
[18] CCOCc1c(C(=O)Nc2ccccc2N2CCN(C)CC2)oc2ccccc12
[19] COCC(C)n1c(SC(C)C(=O)NC2CCCCC2C)nc2ccccc2c1=O (stereo not drawn)
[20] Cc1ccccc1N(Cc1ccccc1F)S(C)(=O)=O

Screen / compound no.	17	18	19	20
PAX8 inh HTS	-8	27	9	x
FN deposit inh	x	-4	-4	-1
F508del corr	-1.9	1.3	0.9	x
miR-122 sensor	x	x	x	3
EWS-Fli block	13	27	3	x
GSIS activator	11	40	-5	32
DENV2 CPE rescue	0	6	0	x

# By substructure: those above with an aryl methoxy group
[4] COc1ccc(-c2nnn(Cc3ccccc3)n2)cc1
[8] COc1cccc(/C=N/NC(=O)C(c2ccncc2)N2CCOCC2)c1 (stereo not drawn)
[12] COc1cc(C(F)(F)F)nc(-c2ccccn2)n1
[13] COc1ccc(NC(=O)Nc2ccc3c(c2)[C@@H]2C[C@@H](CC(=O)NCC4CC4)O[C@H](CO)[C@@H]2O3)cc1

Screen / compound no.	4	8	12	13
PAX8 inh HTS	-154	-2	-16	-17
FN deposit inh	0	7	-4	-10
F508del corr	-3.2	-0.4	-0.3	-0.3
miR-122 sensor	-1	0	x	1[16.7 µM]
EWS-Fli block	-123	-2	8	-7
GSIS activator	-1	x	-9	7
DENV2 CPE rescue	-5	-7	u	2

# Entries from the list above containing an NH in an aromatic ring, in the order listed:
[9] O=C(N[C@H](Cc1ccccc1)C(=O)NCc1ccccn1)[C@H]1O[C@@H](n2ccc(=O)[nH]c2=O)[C@H](O)[C@@H]1O
[14] O=C(CNC(=O)c1ccccc1)N/N=C/c1cn[nH]c1-c1ccccc1
[15] O=C(CCNS(=O)(=O)c1ccc(OC(F)(F)F)cc1)NCCc1c[nH]c2ccccc12

Screen / compound no.	9	14	15
PAX8 inh HTS	-5	11	25
FN deposit inh	-5	5	-2
F508del corr	-0.3	x	-0.2
miR-122 sensor	x	10	-3
EWS-Fli block	-10	x	25
GSIS activator	x	2	-6
DENV2 CPE rescue	6	x	-11

# Compound activity from PubChem BioAssay.
